# APE1 inh – qHTS Assay for Inhibitors of the Human Apurinic/apyrimidinic Endonuclease 1 (APE1); DNA repair nuclease/redox regulator APEX1 (Homo sapiens), P27695; recombinant APE1, TAMRA/BHQ-2 abasic DNA cleavage fluorescence; Potency, µM (series often up to 65.8 µM), inactives show at the highest dose activity change, negative = inhibition, actives largely listed as inhibitors; 0.35% of 350,000 active;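 also: plate controls were vehicle for no effect and reference inhibitor for full effect; nearly all actives have a fitted effect of over 55% in size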
#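 Enzyme (0.75 nM final) and test compound are incubated 15 min at room temperature before adding 50 nM quenched THF abasic-site duplex. Cleavage dequenches TAMRA, followed at 525/598 nm over three reads one minute apart.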
# G9a block – qHTS Assay for Inhibitors of Histone Lysine Methyltransferase G9a. G9a H3K9 monomethylation, AlphaScreen, 2 h. Potency, µM (series often up to 102 µM), for the others: at the highest dose activity, negative = inhibition, actives largely listed as inhibitors. Histone-lysine N-methyltransferase EHMT2 (Homo sapiens), Q96KQ7. AID 504332, 2011. 8.8% of 350,000 active; also: % is scaled to controls: 0 for no effect and ±100 for the full control effect; nearly all actives have a fitted effect of over 75% in size
#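 Chemiluminescent proximity detection of H3K9 monomethylation, read after 10 min bead incubation in the dark. Reaction: 20 nM G9a, 500 nM biotin-H3K9 peptide, 20 uM SAM cofactor, 2 h, room temperature, following 15 min enzyme-compound preincubation.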
# Apoferritin bind – qHTS Assay for Identification of Novel General Anesthetics. Ferritin light chain (Equus caballus), P02791. apoferritin/1-aminoanthracene competitive binding, fluorescence. Potency, µM (doses to about 77.5 µM), without a hit: at the top dose activity change, negative = displacement, hits mostly inhibitors. 0.074% of 350,000 active; also: % is scaled to controls: 0 for no effect and ±100 for the full control effect; nearly all actives have a fitted effect of over 20% in size
# Target sequence (P02791 2-175 limits assumed): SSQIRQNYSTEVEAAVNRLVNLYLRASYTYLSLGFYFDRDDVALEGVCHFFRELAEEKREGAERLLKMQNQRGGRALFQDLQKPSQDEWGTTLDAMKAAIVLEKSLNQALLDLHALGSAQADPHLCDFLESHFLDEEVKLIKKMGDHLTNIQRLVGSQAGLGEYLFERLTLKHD
#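 Read-out: endpoint 1-AMA fluorescence, excitation 380 nm and emission 535 nm, after compounds sit 10 min at room temperature with 10 uM horse-spleen apoferritin in 50% saturated 1-AMA/PBS. Values come from four-parameter Hill fits.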
# POLB inh – qHTS Assay for Inhibitors of DNA Polymerase Beta | Pol beta primer extension/strand displacement, fluorescence kinetic | 1.3% of 340,000 active | Potency, µM (titrated, usually from 114 µM), without a hit: at the highest dose activity change, negative = inhibition, most hits filed as inhibitors | P06746; also: % is scaled to controls: 0 for no effect and ±100 for the full control effect
#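 Human Pol beta at 10 nM; strand-displacement substrate 50 nM final. Compound exposure 15 min at room temperature before start, reaction 10 min at room temperature.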
# BAZ2B block – qHTS Assay for Inhibitors of BAZ2B; Bromodomain adjacent to zinc finger domain protein 2B (Homo sapiens), Q9UIF8; AlphaScreen BAZ2B-H3K14Ac peptide displacement; Potency, µM (doses to about 114 µM), for the others: at the highest dose activity change, negative = inhibition, most hits filed as inhibitors; 4.4% of 360,000 active; also: % is scaled to controls: 0 for no effect and ±100 for the full control effect; nearly all actives have a fitted effect of over 60% in size
#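 AlphaScreen displacement of biotin-H3(5-23)K14Ac peptide (50 nM final) from BAZ2B (50 nM final) in PBS pH 7.4, 0.01% Tween-20; complex preformed 30 min RT, then compounds (top 110 uM) 30 min RT, beads 20 min dark.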
# POLK inh – qHTS for Inhibitors of Polymerase Kappa; DNA polymerase kappa (Homo sapiens), Q9UBT6; AID 588579, 2011; Potency, µM (highest dose often 107 µM), without a hit: at the highest dose activity, negative = inhibition, hits mostly inhibitors; 0.53% of 400,000 active; purified Pol kappa, fluorescent DNA synthesis assay, 10 min; also: % is scaled to controls: 0 for no effect and ±100 for the full control effect
#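 Enzyme at 10 nM met test compounds for 15 min at room temperature. Substrate addition (50 nM final) began the reaction, which was monitored by fluorescence at 0 and 10 min.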
# POLH inh – qHTS for Inhibitors of Polymerase Eta; DNA polymerase eta (Homo sapiens), Q9Y253; recombinant Pol eta, fluorescent DNA replication assay; Potency, µM (series often up to 114 µM), inactives show at the highest dose activity change, negative = inhibition, actives largely listed as inhibitors; 1.2% of 390,000 active; AID 588591, 2011; also: % is scaled to controls: 0 for no effect and ±100 for the full control effect
# Target sequence (Q9Y253 whole entry, looked up): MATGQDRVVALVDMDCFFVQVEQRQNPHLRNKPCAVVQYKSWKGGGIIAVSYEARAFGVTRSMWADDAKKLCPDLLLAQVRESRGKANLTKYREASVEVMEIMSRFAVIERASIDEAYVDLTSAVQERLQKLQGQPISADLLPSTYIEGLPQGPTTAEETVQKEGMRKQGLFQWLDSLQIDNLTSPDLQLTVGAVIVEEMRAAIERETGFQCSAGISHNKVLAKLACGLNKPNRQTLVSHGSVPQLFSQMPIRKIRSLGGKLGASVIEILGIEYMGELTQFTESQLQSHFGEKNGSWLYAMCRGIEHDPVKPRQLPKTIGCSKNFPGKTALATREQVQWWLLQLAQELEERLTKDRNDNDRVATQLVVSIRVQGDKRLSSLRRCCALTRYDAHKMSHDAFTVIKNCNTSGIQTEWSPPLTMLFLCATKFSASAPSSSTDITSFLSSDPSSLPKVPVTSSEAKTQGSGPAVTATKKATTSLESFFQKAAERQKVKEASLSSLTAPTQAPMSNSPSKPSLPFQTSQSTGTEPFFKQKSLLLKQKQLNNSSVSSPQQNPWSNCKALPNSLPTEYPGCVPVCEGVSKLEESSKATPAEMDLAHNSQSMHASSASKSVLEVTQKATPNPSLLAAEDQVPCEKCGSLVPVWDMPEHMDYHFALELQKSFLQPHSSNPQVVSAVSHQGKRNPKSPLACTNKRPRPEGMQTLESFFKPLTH
#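 Pol eta (10 nM) was preincubated with compounds for 15 min at room temperature, after which fluorescent replication substrate (50 nM final) was added to start the reaction. Fluorescence was read kinetically at 0 and 10 min.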
# POLI inh – qHTS for Inhibitors of Polymerase Iota; DNA polymerase iota (Homo sapiens), Q9UNA4; Pol iota fluorescent replication assay, 10 min; AID 588590, 2011; Potency, µM (top dose mostly 115 µM), inactives show top-dose activity, negative = inhibition, usual class: inhibitors; 1% of 390,000 active
#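 Fluorescent replication assay read twice, at 0 min and 10 min after adding 50 nM (final) substrate. Enzyme (10 nM) and compounds were first incubated 15 min at room temperature; enzyme-free buffer wells were negative controls.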
# BLM inh – qHTS Assay for Inhibitors of Bloom's syndrome helicase (BLM). Potency, µM (titrated, usually from 56.1 µM), without a hit: at the highest dose activity change, negative = inhibition, most hits filed as inhibitors. 0.2% of 350,000 active. AID 2528, 2010. recombinant BLM DNA unwinding, fluorescence dequenching;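 also: plate controls were vehicle for no effect and no enzyme for full effect; nearly all actives have a fitted effect of over 35% in size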
# * = called active by the depositor; ? = inconclusive; . = not tested or not shown; & = joins results of further samples; [ ] = dose if it differs, or a comment. Calls follow the shape of the dose curve; as a rule, active = well fitted curve in the direction sought with a large enough effect; inconclusive = small, poorly fitted or top-dose-only effect, or another doubt; inactive = no such curve, though single readings can be large; an effect the other way counts as inactive or inconclusive. Potency is read from the fitted curve at half-maximal effect. An excerpt; rates above refer to the full screens.
APE1 inh	G9a block	Apoferritin bind	POLB inh	BAZ2B block	POLK inh	POLH inh	POLI inh	BLM inh	SMILES
-14%	-7%[0.501 µM]	-7%	-15%	-3%	-19%	0%	9%	-2%	COc1ccc(CCN2CC(C(=O)NCCc3cn[nH]c3)CCC2=O)cc1 (stereo unspecified)
1%	-30%	3%	10%	-3%	-13%	-11%	140%[activator]	-2%	CCN(C(=O)COC(=O)c1[nH]c(=O)[nH]c(=O)c1N)c1ccccc1
34%	45µM*	-13%	19%	-20%	-3%	-3%	5%	-7%	S=C(NCCCCNC(=S)NCc1ccccc1)NCc1ccccc1
.	48%[59 µM]	6%	-2%	1%	-2%	-14%	12%	-2%	CC(C)(C)C(=O)Nc1ccc2nc(SCCOc3ccccc3Cl)sc2c1
-2%	?	-5%	4%	-13%	-12%	-9%	-14%	-3%	FC(F)(F)c1ccccc1/C=N/Nc1ccccn1
0%	1%[12.7 µM]	489%[activator]	5%	6%	-19%	-14%	-2%	-4%	C=CCNS(=O)(=O)c1cccc2cc(C(=O)O)c(O)cc12
-7%	10%[12.7 µM]	-12%	0%	-10%	3%	-4%	-16%	2%	CCN(C(=O)CSc1cc(C)c2ccc(OC)cc2n1)C1CCS(=O)(=O)C1 (stereo unspecified)
-3%	7%	-16%	-7%	7%	-3%	-14%	-5%	-3%	CC(C)=CCSc1nnc([C@@H](NC(=O)OC(C)(C)C)C(C)C)o1
-6%	6%	-12%	1%	-24%	2%	-16%	-2%	3%	NNC(=O)c1ccc(Cn2cc(Br)cn2)cc1
-1%	-49%	-12%	3%	6%	-6%	-8%	33%[activator]	-3%	O=S(=O)(c1ccc2c(c1)OCO2)N1CCN(c2nnnn2-c2ccccc2)CC1
-13%	?	-6%	24%	?	-19%	6%	86%[activator]	-5%	O=c1nc2ccccc2c2n1CC(CN1CCN(C(c3ccccc3)c3ccccc3)CC1)N2 (stereo unspecified)
13%	3%[0.501 µM]	.	.	5%	-3%	-9%	45%[activator]	.	Cc1ccc(C(=O)NCC2CCCN2S(=O)(=O)c2ccc(C)cc2)cc1 (stereo unspecified)
-7%	-43%[0.501 µM]	.	.	.	0%[60.1 µM]	.	.	-6%	COc1ccc2[nH]cc(CCNc3ncnc4ccc(-c5cccnc5)cc34)c2c1
.	-38%[59 µM]	-3%	15%	?	-15%	-11%	20%	0%	CCOC(=O)c1cccc(NC(=O)CC2C(=O)N(c3ccccc3)C(=O)N2Cc2ccco2)c1 (stereo unspecified)
-3%	6%[12.7 µM]	-1%	11%	13%	-39%	?	-22%	-3%	O=C(c1ccco1)c1n[nH]nc1-c1ccccc1
.	-25%[59 µM]	?	-7%	-11%	-10%	-13%	27%	-8%	Cc1cn2c(=O)c(S(=O)(=O)Nc3ccc(OC(F)(F)F)cc3)c(C)nc2s1
0%	13µM*	63%[activator]	21%	?	-2%	-18%	-4%	-5%	Cc1cc2nn(-c3ccc(Cl)cc3)nc2cc1N
-7%	323%[activator]	2%	?	141%[activator]	-8%	-20%	164%[activator]	-7%	CCCCNc1ccc2c3c(cccc13)C(=O)N(CCCC)C2=O
0%	4%[59 µM]	-3%	25%	5%	-3%	-17%	-8%	1%	CC(=O)Nc1ccc(C(=O)N(C)C(C(=O)Nc2ccccc2)c2ccccn2)cc1 (stereo unspecified)
-7%	0%	-15%	1%	-4%	?	-20%	-9%	-12%	O=C(COc1ccc(Cl)cc1Cl)c1ccc[nH]1

# An excerpt from above, reduced to G9a block, POLH inh and BAZ2B block:
mol | G9a block | POLH inh | BAZ2B block
CC(=O)Nc1ccc(C(=O)N(C)C(C(=O)Nc2ccccc2)c2ccccn2)cc1 (stereo unspecified) | 4%[59 µM] | -17% | 5%
O=C(COc1ccc(Cl)cc1Cl)c1ccc[nH]1 | 0% | -20% | -4%

# The results go on:
APE1 inh	G9a block	Apoferritin bind	POLB inh	BAZ2B block	POLK inh	POLH inh	POLI inh	BLM inh	SMILES
26%	0%	5%	-2%	2%	-8%	-16%	?	1%	O=C(Nc1ccccn1)c1cc2ccccc2cc1O
-3%	-16%	-5%	18%	-1%	?	-7%	?	-3%	CCOC(=O)N1CCC(N2C(=O)c3ccccc3C2Nc2cc(C(=O)OC)cc(C(=O)OC)c2)CC1 (stereo unspecified)
0%	-4%[59 µM]	-6%	0%	?	1%	-4%	-29%	-12%	COC(=O)Cc1cc(=O)n2[nH]c(C)cc2n1
7%	-6%	-1%	-1%	0%	-1%	-12%	25%	1%	CC(C)NC(=O)CCCc1c[nH]c2ccccc12
-1%	9%	-15%	73%	5%	-4%	-24%	24%	-2%	CCOC(=O)c1nnn(-c2nc(OC)nc(N3CCCC3)n2)c1-c1ccccc1
0%	-2%	-7%	1%	?	-7%	4%	?	-2%	Cc1occc1C(=O)N1CCN(Cc2ccccc2)CC1
18%	79µM*	-4%	6%	-1%	8%	10%	10%	3%	Cc1c(Cl)cccc1NC(=O)Nc1c(C)n(C)n(-c2ccccc2)c1=O
4%	1%	-12%	2%	1%	12%	-11%	25%	-6%	CC(C1CCN(Cc2cn(C)nc2-c2cccc(Cl)c2)CC1)N1CCOCC1 (stereo unspecified)
-1%	-2%[59 µM]	-3%&-7%	-1%&0%	-10%&-13%	9%&14%	-15%&-15%	13%&17%	-2%&-4%	COC(=O)c1ccc(NC(=O)Cn2c(-c3nonc3N)nc3ccccc32)cc1
4%	-35%	-16%	-1%	-25%	-2%	-7%	64%[activator]	-7%	Cc1ccc(N2C(=O)C(CN3CCCC3)C2c2ccccc2)cc1 (stereo unspecified)

# Filtered by structure: those above containing fluorine.
APE1 inh	G9a block	Apoferritin bind	POLB inh	BAZ2B block	POLK inh	POLH inh	POLI inh	BLM inh	SMILES
-2%	?	-5%	4%	-13%	-12%	-9%	-14%	-3%	FC(F)(F)c1ccccc1/C=N/Nc1ccccn1
.	-25%[59 µM]	?	-7%	-11%	-10%	-13%	27%	-8%	Cc1cn2c(=O)c(S(=O)(=O)Nc3ccc(OC(F)(F)F)cc3)c(C)nc2s1

# Continued.
APE1 inh	G9a block	Apoferritin bind	POLB inh	BAZ2B block	POLK inh	POLH inh	POLI inh	BLM inh	SMILES
.	7%[59 µM]	-4%	7%	-17%	-2%	-11%	16%	0%	Cc1ccccc1NC(=O)c1ccc(CNS(=O)(=O)c2ccc3c(c2)C(C)(C)C(=O)N3C)cc1
-1%	14%[59 µM]	-2%	9%	.	-6%	-4%	6%	-2%	O=C(COc1ccc(Cl)cc1Br)N1CCN(c2ccccc2)CC1
5%	?	-14%	3%	-34%	-10%	0%	4%	4%	O=C(/C=C/c1cccc([N+](=O)[O-])c1)N1CCN(Cc2ccc3c(c2)OCO3)CC1
.	-5%[59 µM]	-24%	4%	-8%	-8%[60.1 µM]	-17%	18%	3%	Cc1ccc(NC(=O)CSc2nc3nc(C)c(Cc4ccccc4)c(C)n3n2)cc1
0%	15%	-12%	8%	-1%	-9%	3%	-4%	0%	Cc1cccc(N(C)c2cc(C)nc3ncnn23)c1
1%	?	-6%	-2%	-24%	-6%	-11%	29%	-5%	CC(=O)Oc1ccc2c(c1)OC(c1ccccc1)CC21CC(C)(C)NC(=O)N1 (stereo unspecified)
-2%	-27%[59 µM]	-6%	17%	3%	-2%	-6%	18%	-14%	O=C(c1ccc(Cl)cc1)c1oc2ccccc2c1CS(=O)c1ccc(Cl)cc1 (stereo unspecified)
-4%	30%	-9%	-7%	19%	-5%	-18%	21%	-5%	O=c1onc(-c2ccc(Cl)cc2)n1Cc1ccc(F)cc1
51%[activator]	-8%	0%	25%	-25%	-3%	-9%	-6%	-1%	CCn1cc(C(=O)N2CCCC(N3CCN(c4ccccc4C)CC3)C2)cn1 (stereo unspecified)
.	6%[59 µM]	-7%	3%	.	-9%	-11%	17%	-3%	Cc1ccc(C)c(NC(=O)Cn2c(=O)n(Cc3ccco3)c(=O)c3ccc(C(=O)NC4CCCC4)cc32)c1
0%	-15%[59 µM]	-2%	35%	-3%	-1%	-7%	-12%	3%	O=C(c1ccccc1-c1nc(-c2ccccc2)no1)N1CCCC1
35%[activator]	.	.	.	.	10%	-13%	13%	.	CC[C@]12c3[nH]c4cc(CCC(=O)N(C)C)ccc4c3CCN1C(=O)[C@@H](CC(=O)NCCc1ccccn1)C[C@@H]2C(=O)N1CCN(C(=O)C2CC2)CC1
6%	?	-9%	-16%	-22%	11%	-11%	6%	-4%	Cc1ccc(C(=O)NNC2CC(=O)N(c3ccc4c(c3)OCCO4)C2=O)cc1 (stereo unspecified)
-4%	.	0%	2%	4%	-20%	-14%	-28%	-2%	CC1CN=C(N(C(=S)Nc2ccccc2)c2cccc(C(F)(F)F)c2)S1 (stereo unspecified)
7%	3%	-3%	-12%	3%	2%	-20%	132%[activator]	0%	CC(NS(=O)(=O)c1ccc2[nH]c(=O)c(=O)[nH]c2c1)C(=O)O (stereo unspecified)
1%	14%[59 µM]	-3%	1%	0%	-1%	2%	-7%	-3%	O=C(CSc1nnc(SCc2ccc(F)cc2)s1)Nc1ccc(C(=O)O)cc1
8%	23%[12.7 µM]	.	.	6%	-21%	-1%	-18%	.	Cc1nnc(NC(=O)c2cc(S(=O)(=O)N(C)C)ccc2N2CCCC2)s1
1%	29%	-13%	17%	-3%	2%	-8%	11%	-2%	COc1cccc(CNC(=O)C2CCN(S(=O)(=O)N3CC(C)CC(C)C3)CC2)c1 (stereo unspecified)
-3%	28µM*	?	1%	-9%	-10%	-18%	15%	-7%	C=CCn1c(Cc2cccs2)nnc1SCC(=O)c1ccc2ccccc2c1
1%	.	?	.	.	-32%	-10%	-8%	0%	O=C1CC(c2ccccc2)Oc2ccccc21 (stereo unspecified)

# High-throughput results as filed in PubChem BioAssay.
